# Compound activity: PubChem BioAssay, several laboratories
# DAGLB inh = blocks human DAGLB lipase activity; 0.059% of 340,000 active; HEK293T DAGLB membrane lysate, EnzChek fluorogenic substrate; inhibition, % at 5.17 µM; Q8NCG7; in the data active = inhibition above about 34%;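 also: 0% = enzyme with vehicle and 100% = wells lacking enzyme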
# CAL PDZ FP-1 = human CAL PDZ-peptide interaction inhibition; purified CAL PDZ, TMR-peptide fluorescence polarization, 1 h; Q9HD26; inhibition, % at 20 µM; AID 504414; 0.02% of 330,000 active;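 active = highest replicate inhibition of at least 40%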;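 also: plate controls were DMSO neutral control wells for no effect and unlabeled competitor peptide control wells for full effect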
#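 System: tagged CAL PDZ domain. Schedule: 1 h room-temperature incubation prior to read. Signal: fluorescence polarization (mP). Measure: percent inhibition from loss of millipolarization.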
# Keap1 Nrf2 FP = disrupts human Keap1 binding to Nrf2 peptide; Q14145; Keap1 Kelch-Nrf2 peptide fluorescence polarization, 1536-well; inhibition, % at 9.4 µM; 0.15% of 340,000 active; AID 504523; in the data active = inhibition above about 12%;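 also: human Keap1 Kelch domain with fluorescein labeled Nrf2 9mer peptide probe; 0% = neutral control wells and 100% = peptide positive control; higher means more block of Keap1 binding to Nrf2 peptide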
# Arrestin-AP2 inh = inhibitors of human beta-arrestin and AP2 interaction; FITC-arrestin peptide / GST-AP2 beads, flow cytometry; AP2 beta2 appendage carries R879A mutation; inhibition, % at 10 µM; 0.31% of 340,000 active; AID 504490;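 active = inhibition above a set limit, near 3 SD of compounds lacking own fluorescence, cut at about 54% in these data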;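 also: plate controls were DMSO wells for no effect and 5 µM unlabelled arrestin peptide for full effect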
#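 System: GST-tagged AP2 beta2-adaptin appendage (R879A) on 4 µm glutathione beads / Reagent: FITC-arrestin peptide, 50 nM / Detection: HyperCyt-sampled flow cytometry, FL1 channel, ex 488/em 535 nm / Timing: 12 min plus 1 h, RT / Buffer or medium: PBS plus Tween 20 (0.05%) and BSA (0.1%)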
# V-ATPase pH = alters yeast V-ATPase proton transport. S. cerevisiae, pHLuorin cytosolic pH fluorescence. response, % at 10 µM. 0.37% of 350,000 active; in the data active = response mostly above about 7.3%, no sharp cut-off; inactive = mostly below about 5.4%; also: actives read high; inactives centre near 0; some compounds called inactive have numbers as strong as hits; reference of the scale not given here
# CAL PDZ FP-2 = blocks peptide binding to the human CAL PDZ domain; Q9HD26; purified CAL PDZ, TMR-peptide fluorescence polarization, 1 h; inhibition, % at 24.9 µM; 0.92% of 300,000 active; AID 602252;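 active = mean inhibition of at least 30% with at least half of replicates also reaching 30%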;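 also: 0% = DMSO neutral control and 100% = excess unlabeled competitor peptide PRC23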
# RTF Ca sens inh = cardiac RTF calcium desensitization; AID 493244; IANBD-labeled cardiac RTF, Ca2+ fluorescence; P19429+P45379; 0.12% of 340,000 active; inhibition, % at 7.15 µM;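 active = inhibition above the mean inhibition of all tested compounds plus 3 SD, cut at about 17% in these data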;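 also: assay run at fixed EC70 calcium of 1.6 mM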
# NSD2 inh = blocks human histone methyltransferase NSD2; O96028; AID 743445; 0.54% of 310,000 active; inhibition, % at 12.5 µM; NSD2 peptide methylation, AlphaScreen, 120 min; in the data active = inhibition above about 50%
# Target sequence (O96028 whole entry, looked up): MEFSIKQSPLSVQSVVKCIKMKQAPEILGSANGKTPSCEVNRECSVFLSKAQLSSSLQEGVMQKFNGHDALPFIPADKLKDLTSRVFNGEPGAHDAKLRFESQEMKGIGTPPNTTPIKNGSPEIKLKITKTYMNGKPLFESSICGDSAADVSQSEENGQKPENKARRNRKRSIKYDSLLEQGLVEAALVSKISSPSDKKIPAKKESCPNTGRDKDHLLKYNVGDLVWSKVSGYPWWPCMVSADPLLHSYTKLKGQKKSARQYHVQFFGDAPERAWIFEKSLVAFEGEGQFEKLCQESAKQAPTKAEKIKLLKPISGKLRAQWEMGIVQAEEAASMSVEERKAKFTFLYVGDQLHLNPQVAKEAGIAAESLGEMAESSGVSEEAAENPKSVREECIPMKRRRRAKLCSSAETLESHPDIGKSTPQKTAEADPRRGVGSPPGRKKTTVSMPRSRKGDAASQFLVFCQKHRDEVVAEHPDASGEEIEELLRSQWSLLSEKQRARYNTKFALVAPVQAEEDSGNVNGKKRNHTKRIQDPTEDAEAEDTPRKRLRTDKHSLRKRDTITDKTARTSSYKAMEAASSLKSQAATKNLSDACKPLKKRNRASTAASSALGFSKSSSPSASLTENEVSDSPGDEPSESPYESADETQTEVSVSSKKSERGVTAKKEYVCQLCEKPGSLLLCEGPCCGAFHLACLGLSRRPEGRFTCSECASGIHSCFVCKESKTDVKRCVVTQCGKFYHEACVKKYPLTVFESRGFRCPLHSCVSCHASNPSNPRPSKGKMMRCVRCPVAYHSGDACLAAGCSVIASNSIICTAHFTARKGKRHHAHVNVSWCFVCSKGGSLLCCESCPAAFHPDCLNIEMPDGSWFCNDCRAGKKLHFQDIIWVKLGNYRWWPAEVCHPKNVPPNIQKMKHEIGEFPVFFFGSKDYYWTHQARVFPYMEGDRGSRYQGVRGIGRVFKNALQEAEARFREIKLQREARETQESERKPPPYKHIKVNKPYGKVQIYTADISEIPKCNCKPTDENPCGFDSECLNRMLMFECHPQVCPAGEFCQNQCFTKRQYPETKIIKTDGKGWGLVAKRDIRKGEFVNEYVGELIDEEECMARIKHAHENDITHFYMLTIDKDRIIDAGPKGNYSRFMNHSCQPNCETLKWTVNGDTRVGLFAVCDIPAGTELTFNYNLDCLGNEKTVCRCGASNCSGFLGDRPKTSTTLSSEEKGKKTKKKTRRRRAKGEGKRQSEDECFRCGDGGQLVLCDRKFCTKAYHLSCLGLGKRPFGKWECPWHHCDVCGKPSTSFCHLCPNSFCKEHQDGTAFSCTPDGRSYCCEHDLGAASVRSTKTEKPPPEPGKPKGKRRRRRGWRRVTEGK
# Pemphigus Ab inh = human desmoglein-3 autoantibody binding inhibition; P32926; DSG3-coupled beads, scFv-anti-DSG3-GFP binding, flow cytometry; active compounds read low; binding (percent of control), % at 10 µM; 0.48% of 310,000 active; AID 588358;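 active = binding more than 3 SD below its plate's average and above zero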;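 also: hits lower antibody fragment binding to DSG3; some compounds called inactive have numbers as strong as hits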
# LANA DNA inh = blocks KSHV LANA C-terminal domain binding to DNA | 0.078% of 340,000 active | inhibition, % at 9 µM | AID 504423 | MBP-C-LANA/FAM-LBS DNA binding, fluorescence polarization;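 active = highest replicate inhibition at or above 60% at 9 µM, even if other replicates fall short; inactive = all replicates below 60% inhibition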;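 also: 0% = neutral control wells and 100% = 4 µM acridine orange control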
# Starred values were filed as active, the others as inactive; x = not tested or not shown. This is a subset, so the mix of outcomes need not match the whole.
SMILES,DAGLB inh,CAL PDZ FP-1,Keap1 Nrf2 FP,Arrestin-AP2 inh,V-ATPase pH,CAL PDZ FP-2,RTF Ca sens inh,NSD2 inh,Pemphigus Ab inh,LANA DNA inh
COc1ccc(-n2c(SCC#N)nc3ccccc3c2=O)cc1,-0.2,x,-3.1,0.4,-0.1,-3.0,1.3,-4.5,98.2,0.7
COc1cccc2cccc(/C=N/n3cnnc3)c12,3.3,-2.4,-4.6,-4.9,0.4,-0.6,-9.8,-1.5,81.5,-0.3
COc1cc(C(=O)N/N=C/c2ccc(OC(=O)c3ccccc3Cl)c(OC)c2)ccc1O,-0.4,-1.8,-2.5,-8.4,-4.2,x,4.0,-1.1,x,-0.6
CCOc1ccc2c(c1)nc(SCC(=O)c1cccs1)n2C,0.5,-2.4,-2.1,-7.3,4.4,1.3,-5.4,1.9,70.7,-0.8
CCOC(=O)C1(c2ccccc2)NC(c2ccccc2C)C2C(=O)N(c3ccc4c(c3)OCO4)C(=O)C21 (centres undefined),-2.4,-0.5,-1.4,0.2,1.3,-5.9,-2.9,-1.6,95.6,3.0
O=C(CN1CCN(c2ccccc2)CC1)Nc1ccccc1Sc1ccccc1,-12.5,-0.2,5.2,-11.9,-1.1,-8.6,-0.9,1.6,98.0,0.7
O=C(NNC(=S)NC1CCCCC1)c1ccc(Cl)s1,4.8,-2.9,2.5,1.1,-0.8,-1.4,1.5,7.6,98.7,0.2
CN(C)CCCN(C(=O)c1ccc(S(=O)(=O)N2CCCCCC2)cc1)c1nc2c(F)cccc2s1,-2.9,-4.8,-3.2,12.9,-1.0,-3.0,3.6,6.5,126.9,-0.9
Cn1c(N)c(C(=O)Nc2c(Cl)cccc2Cl)sc1=S,0.4,-0.3,-2.2,0.9,-1.4,x,-0.1,-1.1,121.8,x
COc1ccc([C@H]2CC(=O)C=C(c3ccc(OC)c(OC)c3)C2)cc1,-4.4,-1.1,-1.2,2.9,-2.2,-0.7,-11.0,x,93.5,0.5
Cc1cc(C)c(S(=O)(=O)N2CCOC2CNC(=O)C(=O)NCc2ccncc2)c(C)c1 (centres undefined),3.8,-1.8,1.9,-5.2,5.0,-1.9,-0.6,-3.1,108.3,0.6
O=C(Cc1ccccc1Cl)NCc1cccnc1,-0.3,0.6,3.3,10.8,-1.0,-3.9,-6.1,-0.2,100.7,-0.6
COc1ccc(N2CCN(C3=CC(=O)N(c4cccc(Cl)c4)C3=O)CC2)cc1,1.9,0.3,-2.2,21.2,4.7,1.7,-4.2,x,112.9,1.0
Cc1cccc(CS(=O)(=O)Cc2ccc(C(=O)NCCCN3CCOCC3)o2)c1,-0.5,-0.4,-1.0,1.6,1.9,-0.7,-3.2,-2.2,95.5,-1.0
CCCCn1c(N)c(N(CCOC)C(=O)c2ccc(-c3ccc(Cl)cc3)o2)c(=O)[nH]c1=O,0.4,-2.3,2.1,-16.0,-5.0,-3.6,-14.7,0.8,107.1,0.6
O=C(COC(=O)/C=C/c1cccc(C(F)(F)F)c1)NC(=O)NC1CCCC1,1.0,-2.9,0.9,-4.9,2.3,-1.6,-2.9,1.7,93.1,-0.9
CS(=O)(=O)c1cccc(-c2nnc(NC(=O)c3ccc4ncsc4c3)o2)c1,-1.4,-2.6,2.2,52.2,0.0,2.2,1.1,0.5,91.9,7.3
COc1ccc(CN2CCN(c3ccccn3)CC2)cc1OCc1ccccc1,-3.4,-0.4,-0.3,0.3,-2.8,-1.2,-4.2,0.7,101.8,-0.5
CCCC(C(=O)NC1CCCCC1)N(Cc1ccco1)C(=O)CNS(=O)(=O)c1ccccc1 (centres undefined),0.7,-0.4,0.3,-8.7,3.2,-2.3,-2.0,0.4,103.9,-2.2
CCOC(=O)N1CCC(Nc2c(-c3ccc(C)c(C)c3)c(=O)c2=O)CC1,3.3,-0.9,3.0,-7.3,1.4,4.8,-0.7,-2.3,x,1.0
CCOC(=O)c1ccc(S(=O)(=O)N2CCN(CC(O)COc3ccc(C#N)cc3)CC2)cc1 (centres undefined),-5.2,-0.7,-4.3,5.9,-0.8,-3.3,-0.9,-2.1,105.5,-0.9
COc1ccc(CN(C)C(=O)C2CCN(C(=O)Nc3ccccc3)CC2)cc1OC,-0.6,-1.3,-5.0,6.1,-4.9,-1.3,-6.9,-1.8,104.1,1.7
O=C(Nn1c(C2CCCCC2)nc2ccccc2c1=O)c1ccc([N+](=O)[O-])cc1Cl,1.4,-2.9,-2.7,5.4,-1.3,0.0,5.3,x,83.9,1.0
Cc1nn(CCC(=O)NNC(=S)Nc2ccccc2)c(C)c1Br,3.8,0.1,-5.0,-13.8,-0.9,-20.2,-10.0,-1.3,110.4,-1.6
Cc1ccc(/C=N/NC(=O)CSc2nc3ccccc3o2)cc1,-0.6,-2.1,-2.4,0.1,0.0,-0.8,6.4,-1.1,98.1,-0.3
O=C(Nc1ccccn1)c1ccc([N+](=O)[O-])o1,-0.3,-2.3,0.6,-1.9,5.2,-1.0,-3.6,2.3,106.6,-0.8
O=C(NCCCCCCCCCNC(=O)C(F)(F)F)C(F)(F)F,0.3,x,2.9,14.5,5.1,-22.7,-8.7,0.7,103.0,-0.2
C=CCn1c(=S)[nH]c2scc(-c3cccs3)c2c1=O,5.5,-2.5,-3.0,-57.2,0.4,0.6,-5.1,4.7,97.0,-0.1
CC[C@@]1(C(=O)OC)N[C@H](CN(C)S(=O)(=O)c2ccc(-c3ccccc3)cc2)[C@@H]2C(=O)N(C)C(=O)[C@@H]21,-1.7,-2.0,-7.4,-0.1,1.2,0.6,-7.4,x,106.6,-3.0
O=C(CSc1nc(-c2ccc(F)cc2)cs1)NCCN1C(=O)CSC1=O,-1.7,-0.2,-1.3,1.6,5.3,4.6,1.8,3.3,111.9,-0.3
Cc1cc(OCC(=O)Nc2c(C)n(C)n(-c3ccccc3)c2=O)ccc1[N+](=O)[O-],-0.4,-0.5,1.6,-3.8,1.0,-9.3,-2.8,4.7,102.7,0.7
COCC(=O)NC(C)c1nc2ccccc2[nH]1 (centres undefined),0.6,-0.6,-0.5,-17.8,4.0,-6.2,2.0,-0.9,x,0.6
CC1(c2nnc(-c3ccc(F)cc3)o2)CC(c2ccc([N+](=O)[O-])cc2)=NO1 (centres undefined),-2.4,0.0,-0.2,15.6,-1.3,-2.1,-2.8,x,109.6,-3.2
O=C(CSc1ncn[nH]1)Nc1ccccc1-c1ccccc1,-1.6,0.7,2.0,28.9,-2.2,-2.7,0.3,-1.7,98.4,-1.1
Cc1ccc2nc(NC(=O)CSCC(=O)OCC(=O)c3ccc(Br)cc3)sc2c1,3.6,-1.8,1.7,-0.1,1.0,-2.8,-6.0,0.3,89.3,2.6
CCN(Cc1ccncc1)Cc1cn[nH]c1-c1ccc(OC)cc1F,0.3,-0.3,-2.5,10.0,1.6,-2.5,-34.1,-0.6,101.4,-1.0
O=C(/C=C/c1ccco1)NC(=S)Nc1ccccc1N1CCOCC1,-5.0,-0.5,3.6,-9.8,-0.2,x,-7.1,2.2,108.3,1.6
O=C(CN1C(=O)C2C3C=CC(C4CC34)C2C1=O)Nc1cccc2ncccc12 (centres undefined),1.2,-0.5,-3.3,-0.9,-0.4,3.8,-13.7,-0.9,103.2,-1.0
COc1cc2sc(-c3ccc(S(C)(=O)=O)cc3)c(C#CCO)c2cc1OC,-2.6,0.4,-0.5,1.9,-1.7,-2.1,-2.7,x,97.7,-0.4
COc1ccc(CNC(=O)C2CCCN(S(=O)(=O)N3CC(C)CC(C)C3)C2)c(OC)c1 (centres undefined),-0.9,-2.7,0.9,-3.6,-6.1,-2.4,-9.8,12.0,108.3,-0.1
Cc1ccccc1CN1CCN(S(=O)(=O)c2cccs2)CC1,-6.1,0.3,-4.4,-6.8,-0.6,3.9,-1.8,-9.4,99.5,-1.0
O=C(CN(CC1CCCO1)C(=O)CNS(=O)(=O)c1ccc(F)cc1)NC1CCCC1 (centres undefined),-0.5,-2.5,1.2,13.8,-3.0,x,1.4,1.0,114.9,1.1
NNC(=O)Cn1c(SCc2ccccc2)nc2ccccc21,-1.3,-0.3,1.9,20.9,-0.8,-4.0,-3.8,0.2,97.7,2.1
CCOC(=O)C1=C(C)NC(C)=C(C(=O)OCC)C1C(=O)OCC(=O)N(C)Cc1ccccc1,-0.5,0.4,2.2,33.1,-5.3,-1.8,-2.6,-1.9,95.8,-2.3
O=C(NCc1ccccc1)NS(=O)(=O)c1ccccc1Cl,0.1,-1.5,0.8,13.5,4.8,-0.9,-10.2,-1.1,97.8,-0.4
CN(C)c1nc(N)nc(-c2nc3ccccc3s2)n1,1.9,-2.0,0.1,-4.1,5.9,-7.6,0.5,-4.2,119.3,-0.1
O=C(Cc1ccc(F)cc1)NCCS(=O)(=O)N1CCN(c2ccccc2)CC1,2.8,-0.1,-4.1,5.8,0.4,1.3,-9.9,-2.0,105.0,-7.2
Clc1ccc(OCCCNCc2ccccc2)c(Br)c1,0.1,-1.6,0.4,-1.3,3.6,-17.6,-8.0,5.3,97.4,-0.9
CC(=O)COc1ccc2c(C)c(C)c(=O)oc2c1,-2.9,-0.3,-0.8,10.3,1.3,-2.1,3.4,-0.5,105.2,-0.9
CCOc1ccc(C2C=C(c3ccc(C)cc3)Nc3nnnn32)cc1 (centres undefined),-47.2,-0.2,-0.4,34.0,-2.6,x,-76.2,-3.0,x,7.0
Cc1ccccc1Nc1c(-c2ccc(N3CCOCC3)cc2)nc2cnccn12,4.2,-1.4,-2.5,-1.4,-3.9,-1.7,-5.1,-7.0,91.3,-0.9
CC(C)CN(C(=O)CCC(=O)OCC(=O)NCCc1ccccc1)c1c(N)n(CC(C)C)c(=O)[nH]c1=O,0.9,-0.1,0.7,-44.1,-4.3,-9.5,-6.2,-1.4,112.2,-0.8
